High-throughput results: PubChem, several laboratories
L929 necroptosis: blocks zVAD induced death of L929 cells; viability rescue, % at 10 µM; L929 zVAD necroptosis rescue, ATP luminescence, 24 h; with zVAD 60 µM; 220,000 tested, 0.38% active;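 active = activation, scaled between plate controls, above about 75%, limit read from the data; inactive = activation under that limit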;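 note: 0% = zVAD with DMSO and 100% = DMSO alone without zVAD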
FXIa inh: factor XIa (human) inhibition | P03951 | purified FXIa, Boc-Glu-Ala-Arg-AMC fluorogenic substrate | inhibition, % at 5 µM | 220,000 tested, 0.14% active;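 active = inhibition of at least 40%; inactive = inhibition below 40%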;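 note: fluorescence of freed AMC excited at 355 nm; 0% = enzyme without compound and 100% = no enzyme blank; many of its hits are not listed in these tables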
Target sequence (P03951 19-387 limits assumed): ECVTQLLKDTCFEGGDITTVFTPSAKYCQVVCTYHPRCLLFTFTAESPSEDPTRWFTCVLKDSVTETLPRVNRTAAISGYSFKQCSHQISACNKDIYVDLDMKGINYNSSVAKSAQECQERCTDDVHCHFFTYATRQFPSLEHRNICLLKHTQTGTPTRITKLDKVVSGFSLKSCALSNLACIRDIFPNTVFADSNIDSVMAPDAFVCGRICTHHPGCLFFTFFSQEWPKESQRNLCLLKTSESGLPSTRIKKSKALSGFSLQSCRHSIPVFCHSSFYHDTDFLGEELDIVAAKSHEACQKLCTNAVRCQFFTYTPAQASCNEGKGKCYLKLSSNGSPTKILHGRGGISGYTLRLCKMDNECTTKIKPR
Target sequence (P03951 388-625 limits assumed): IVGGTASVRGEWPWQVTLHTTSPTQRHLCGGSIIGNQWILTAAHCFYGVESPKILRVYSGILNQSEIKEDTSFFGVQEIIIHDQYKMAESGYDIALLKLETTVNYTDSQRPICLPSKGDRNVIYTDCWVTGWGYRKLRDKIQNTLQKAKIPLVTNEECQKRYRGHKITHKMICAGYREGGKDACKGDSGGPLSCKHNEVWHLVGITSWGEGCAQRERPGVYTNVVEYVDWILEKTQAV
TNF death inh: TNF-alpha cell death inhibition in Jurkat FADD-/- cells | Jurkat FADD-/- TNF necroptosis rescue, ATP luminescence, 24 h; 0 = TNF only, 100 = no-TNF cells | activation (protection from cell death), % at 10 µM | 220,000 tested, 0.068% active | AID 463075;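 active = activation, meaning protection from cell death, of at least 50% relative to plate controls; inactive = activation below 50%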;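 note: necroptosis triggered by 40 ng/mL TNF-alpha added together with compound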
FXIIa inh 1536: inhibitors of human coagulation factor XIIa; purified FXIIa, Boc-QGR-AMC fluorogenic substrate, 2 h; inhibition, % at 5 µM; 220,000 tested, 0.3% active; AID 800; in the data active = inhibition above about 40%;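 note: 0% = enzyme with no compound and 100% = blank without enzyme; many of its hits are not listed in these tables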
PPC-1+TRAIL kill: kills PPC-1 cancer cells in the presence of TRAIL. PPC-1 cells + TRAIL, ATPLite viability luminescence. cell killing (% activity), % at 4 µM. 220,000 tested, 0.41% active. AID 1443;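 active = cell killing above 50% in the first pass at 4 µM, then a duplicate retest at 5 µM averaging 50% or more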;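 note: plate controls were cells with TRAIL plus DMSO for no effect and medium-only wells lacking cells for full effect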
Tb hexokinase: T. brucei hexokinase 1 inhibition. 220,000 tested, 0.11% active. inhibition, % at 10 µM. recombinant TbHK1, G6PDH-coupled NADH A340;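 active = inhibition of 50% or more in the single-dose primary screen; inactive = inhibition below 50%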
CHOP inh: blocks CHOP induction under ER stress; AID 2732; inhibition, % at 10 µM; 220,000 tested, 3.8% active; CHO-K1 CHOP-promoter luciferase, tunicamycin-induced, 15-18 h;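 active = compounds that reduced the stress-induced luciferase reporter signal by more than about 70% of percent inhibition, limit read from the data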;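 note: 0% = tunicamycin plus vehicle and 100% = wells without tunicamycin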
PGE2 EP2 inh: inhibitors of human EP2 prostaglandin E2 receptor | C6 glioma cells expressing human EP2, cAMP TR-FRET; cells stimulated with saturating PGE2 | 260,000 tested, 0.52% active | AID 1422 | inhibition, % at 25 µM | P43116;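 active = percent inhibition above 40 after rounding to a whole number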;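 note: rat C6 glioma host cells with rolipram phosphodiesterase inhibitor present; the protocol text gives 20 µM as final concentration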
Wee1 stabilizer: inhibitors of human Wee1 degradation | 220,000 tested, 1.2% active | AID 1321 | reporter increase, % at 5 µM | HeLa Luc-Wee1K328M stability, luciferase luminescence; 100% = proteasome inhibitor MG132 effect | P30291;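 active = activation above the mean of all tested compounds plus 3 SD, set per screening run, cut at about 8.8% in these data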;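 note: cells exposed to compound for 20 h before luminescence read; 0% = DMSO alone and 100% = MG132 at 30 µM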
* marks the source's active call; other numbers are inactive results; x = no result given; & = joins results of further samples; ! = a repeat was not active. The list is partial (hit frequency here may not be typical).

SMILES	L929 necroptosis	FXIa inh	TNF death inh	FXIIa inh 1536	PPC-1+TRAIL kill	Tb hexokinase	CHOP inh	PGE2 EP2 inh	Wee1 stabilizer
Cc1cccc2c1NC(=O)/C2=C\C(=O)c1cccs1	-1.0	-5	-6.5	-3	-2	0	110*	24	1
CNc1c2c(nn1C)CCCC2	0.1	3	-2.7	1	3	0	31	15	3
CC[C@]1(O)C[C@@H]2CN(CCc3c([nH]c4ccccc34)[C@@](C(=O)OC)(c3cc4c(cc3OC)N(C)[C@H]3[C@@](O)(C(=O)OC)[C@H](OC(C)=O)[C@]5(CC)C=CCN6CC[C@]43[C@@H]65)C2)C1	4.4	2	-22	7	11	-20	31	12	x
NC(N)=NC(=O)Cc1c(Cl)cccc1Cl	0.8	8	1.1	11	2	2	20&-1	7&16	1
CCCCCCCC/C=C\CCCCCCCC(=O)O	-1.0	1	1.0	9	6	4	-4	10	x
COc1ccc2ccc(=O)oc2c1	4.4	13	0.2	10	-14	-12	-19	8&3	-2
Cn1c(=O)c2c(ncn2CCO)n(C)c1=O	x	x	x	x	7	x	4	10	0
Cc1cccc(C)c1NC(=O)C1CCCCN1C (stereo unspecified)	1.4	-3	0.8	5	36	1	28	14&14	-1
Cc1[nH]c2ccccc2c1/C=N/NC(N)=S	1.3	-10	-2.5	1	-8	-130	-4	4	-1
CN(C)CCOc1ccccc1Cc1ccccc1	-1.5	-2	4.0	11	10	3	22	11	2
C=C1c2cccc(O)c2C(O)=C2C(=O)[C@]3(O)C(O)=C(C(N)=O)C(=O)[C@@H](N(C)C)[C@@H]3[C@@H](O)[C@H]12	0.9	2	-4.1	5	16	-31	20	10&13	-1
O=c1cc(-c2ccc(O)cc2)oc2cc(O[C@@H]3O[C@H](CO)[C@@H](O)[C@H](O)[C@H]3O[C@@H]3OC[C@](O)(CO)[C@H]3O)cc(O)c12	-0.4	7	2.3	13	9	-28	15	12&9	-3
C[C@@H]1C[C@H]2[C@@H]3C[C@H](F)C4=CC(=O)C=C[C@]4(C)[C@@]3(F)[C@@H](O)C[C@]2(C)[C@@]1(O)C(=O)COC(=O)C(C)(C)C	59	1	-0.5	11	19	4	46	14	2
CCCCOc1ccc(CC(=O)NO)cc1	64	-4	-6.4	6	20	-21	9	15&15	-1
C/C=C(/C)C(=O)O[C@@H]1c2cc(OC)c(OC)c(OC)c2-c2c(cc3c(c2OC)OCO3)C[C@H](C)[C@]1(C)O	0.4	0	1.4	8	-1	-14	-5	21	x
CCCCC1C(=O)N(c2ccccc2)N(c2ccccc2)C1=O	1.7	10	-1.2	10	34	-2	10&2	12&11&11	2
COc1ccccc1OCCNCC(O)COc1cccc2[nH]c3ccccc3c12 (stereo unspecified)	x	x	x	x	12	x	15&31	45*!	-2&1
C/C=C(/C)C(=O)OC1c2c(ccc3ccc(=O)oc23)OC(C)(C)C1OC(=O)/C(C)=C\C (stereo unspecified)	-0.8	2	-3.6	10	8	-8	-37	17	-1
O=C(Nc1ccc(C(=O)O)c(O)c1)c1ccccc1	0.1	-10	-2.1	5	-4	-3	-11	10	0
COc1ccc2nc(NC(=O)Nc3ccccc3)sc2c1	74	0	8.7	11	33	-1	26	23	-1

Ordered by the number under CHOP inh (largest number first): three of the compounds above.
canonical_smiles	CHOP inh
C=C1c2cccc(O)c2C(O)=C2C(=O)[C@]3(O)C(O)=C(C(N)=O)C(=O)[C@@H](N(C)C)[C@@H]3[C@@H](O)[C@H]12	20
CCCCOc1ccc(CC(=O)NO)cc1	9
C/C=C(/C)C(=O)OC1c2c(ccc3ccc(=O)oc23)OC(C)(C)C1OC(=O)/C(C)=C\C (stereo unspecified)	-37

Compounds from the list above that have nitrogen in an aromatic ring:
SMILES	L929 necroptosis	FXIa inh	TNF death inh	FXIIa inh 1536	PPC-1+TRAIL kill	Tb hexokinase	CHOP inh	PGE2 EP2 inh	Wee1 stabilizer
CNc1c2c(nn1C)CCCC2	0.1	3	-2.7	1	3	0	31	15	3
CC[C@]1(O)C[C@@H]2CN(CCc3c([nH]c4ccccc34)[C@@](C(=O)OC)(c3cc4c(cc3OC)N(C)[C@H]3[C@@](O)(C(=O)OC)[C@H](OC(C)=O)[C@]5(CC)C=CCN6CC[C@]43[C@@H]65)C2)C1	4.4	2	-22	7	11	-20	31	12	x
Cn1c(=O)c2c(ncn2CCO)n(C)c1=O	x	x	x	x	7	x	4	10	0
Cc1[nH]c2ccccc2c1/C=N/NC(N)=S	1.3	-10	-2.5	1	-8	-130	-4	4	-1
COc1ccccc1OCCNCC(O)COc1cccc2[nH]c3ccccc3c12 (stereo unspecified)	x	x	x	x	12	x	15&31	45*!	-2&1
COc1ccc2nc(NC(=O)Nc3ccccc3)sc2c1	74	0	8.7	11	33	-1	26	23	-1
